Screening results (PubChem BioAssay)
H1N1 NS1A inhibition – H1N1 influenza NS1A inhibitors, functional cell based assay (AID 504329); NS1A functional cell-based assay, percent inhibition; higher % means a stronger effect; one-dose inhibition, % at 12.5 µM; IC50 in µM for titrated hits; actives 0.3% (n = 340,000); in the data active means a potency from the dose series; inconclusive means inhibition above about 27% without an active follow-up result; further: strong numbers were not always called active
inhibitors of VEEV – inhibitors of VEEV TC-83 cytopathic effect, confirmation, Vero cells (AID 588727) | Vero cells, VEEV TC-83 cytopathic effect inhibition; higher % means a stronger effect | inhibition, % at 20 µM; hits with a dose series show IC50 in µM | actives 0.13% (n = 350,000); in the data active means a potency from the dose series; inconclusive means inhibition mostly from about 14% at the one dose, without a potency; inactive means the rest, 99 in 100 with inhibition below about 12%; further: strong numbers were not always called active
Salmonella PhoP GFP – PhoP regulon inhibitors, Salmonella typhi PhoP promoter GFP reporter, confirmatory (AID 1850); Salmonella Typhi PhoP-promoter GFP reporter, fluorescence, 4 h; higher % means a stronger effect; one-dose inhibition, % at 50 µM; IC50 in µM for titrated hits; actives 0.33% (n = 310,000); in the data active means a potency from the dose series; inconclusive means inhibition mostly from about 25% at the one dose, without a potency; inactive means the rest, 99 in 100 with inhibition below about 19%;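 further: 0% = induced wells with vehicle and 100% = uninduced wells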
H37Rv inhibition – M. tuberculosis growth inhibition, HTS (AID 449762) | M. tuberculosis H37Rv growth inhibition, 7H9 media; higher % means a stronger effect | one-dose inhibition, % at 25 µM; IC50 in µM for titrated hits | actives 0.59% (n = 330,000); in the data active means a potency from the dose series; inconclusive means inhibition above about 70% without an active follow-up result;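 further: bacterial growth assessed after seven days of incubation; strong numbers were not always called active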
M. tuberculosis – growth inhibition of non-replicating M. tuberculosis (AID 488890). Mycobacterium tuberculosis non-replicating, growth inhibition; higher % means a stronger effect. inhibition, % at 25 µM, or IC50 in µM where a hit was titrated. actives 0.39% (n = 320,000); in the data active means a potency from the dose series; inconclusive means inhibition mostly from about 82% at the one dose, without a potency; inactive means the rest, 99 in 100 with inhibition below about 76%;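 further: plate controls were DMSO cells for no effect and high antibiotic wells for full effect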
* marks the source's active call; other numbers are inactive results; i = inactive; ? = inconclusive; . = no result given; & = joins results of further samples.

1) CC[n+]1c(C)n(C)c2cc(S(=O)(=O)N(C)C)ccc21
2) Cc1cc(C)nc(N/N=C/c2ccco2)n1
3) COc1ccc(C(=O)Cc2cc3ccccc3oc2=O)cc1
4) COCCn1cc(C(=S)N2CCOCC2)c2ccccc21
5) Cc1ccc(NC(=O)CN(C)CC(=O)Nc2ccc(N3CCOCC3)cc2)c(C)c1
6) O=C(NCCc1ccncc1)C(F)(F)F
7) O=C(Nc1ncn[nH]1)c1ccccc1Br
8) Cc1ccc(Cl)cc1NC(=S)N(CCN(C)C)Cc1cccs1
assay / compound	1	2	3	4	5	6	7	8
M. tuberculosis	4%	-3%	15%	3%	15%	-1%	-14%	33%
inhibitors of VEEV	i	0.6%	0.6%	4.4%	i	i	0.5%	?
H1N1 NS1A inhibition	-17%	-4%	5%	-6%	-6%	5%	-2%	2%
H37Rv inhibition	0%	2%	0%	1%	-6%	10%	1%	-4%
Salmonella PhoP GFP	-13%	0%	-2%	3%	0%	8%	-9%	2%

9) COc1ccc(Cc2c(O)nc(SCC(=O)NC34CC5CC(CC(C5)C3)C4)[nH]c2=O)cc1
10) CC(C)(C)C(=O)Nc1cccc(-c2nc3ccccc3[nH]2)c1
11) Cc1ccc(/C=N/NC(=O)c2c(-c3ccccc3)noc2C)c(O)c1
12) COc1cc(NC(=O)CSc2nc(C)cs2)cc(OC)c1
13) S=C(NCC1CCCO1)Nc1ccc(Nc2ccccc2)cc1 (stereo not drawn)
14) O=C(N/N=C/c1cccc(OC(=O)N2CCOCC2)c1)c1cccs1
15) CCOC(=O)c1c(C)[nH]c(C)c1C(=O)COc1ncnc2ccccc12
16) CC(=O)N(Cc1cc(=O)[nH]c2ccccc12)c1ccccc1C
assay / compound	9	10	11	12	13	14	15	16
M. tuberculosis	25%&-4%	-5%	?	56%	?	79%	46%	13%
inhibitors of VEEV	0.5%&1.1%	7.8%	10.0%	0.4%	i	2.2%	2.9%	0.9%
H1N1 NS1A inhibition	1%&-6%	-23%	10%	2%	1%	-4%	5%	4%
H37Rv inhibition	-2%&-5%	-1%	-7%	18%	16%	1%	46%	-9%
Salmonella PhoP GFP	9%&0%	-12%	-5%	5%	-8%	-15%	-2%	-6%

17) CCOC(=O)N1CCN(C(=O)/C=C/c2cccc([N+](=O)[O-])c2)CC1
18) CCOc1ccc(-c2nc(CSc3nnc(N)s3)cs2)cc1
19) CCN1CC2=C(OC(N)=C(C#N)C2c2ccccc2)/C(=C\c2ccccc2)C1 (stereo not drawn)
20) Cn1c(SCC(=O)N/N=C/C=C/c2ccco2)nc2ccccc21
21) N#C/C(=C\c1coc2ccc(O)cc2c1=O)C(=O)Nc1nc2ccccc2s1
22) COc1ccc(CCNC(=O)C(=O)NCC2CCCO2)cc1 (stereo not drawn)
23) Cn1c(=O)c(=O)n(C)c2cc(S(=O)(=O)N3CCOc4ccccc43)ccc21
24) Cc1ccccc1NC(=O)C(Cl)=C(Cl)Cl
assay / compound	17	18	19	20	21	22	23	24
M. tuberculosis	-11%	19%	36%	-1%	14%	-9%	-5%	76%
inhibitors of VEEV	1.2%	2.0%	8.4%	4.5%	4.9%	3.4%	1.9%	1.3%
H1N1 NS1A inhibition	-1%	3%	0%	3%	5%	16%	-8%	1%
H37Rv inhibition	-7%	5%	6%	0%	-3%	-3%	-4%	5%
Salmonella PhoP GFP	1%	-5%	-3%	-4%	0%	10%	8%	-4%

25) COc1ccc(S(=O)(=O)N2CCOC2CNC(=O)C(=O)NCCCN2CCOCC2)cc1 (stereo not drawn)
26) COc1ccc(CNC(=O)C(C)NS(=O)(=O)c2ccc(C)cc2)cc1 (stereo not drawn)
27) C=CS(=O)(=O)c1ccc(Oc2ccc(S(=O)(=O)C=C)cc2)cc1
28) COCCC(=O)N1CCC(Oc2ccc(C(=O)N3C[C@@H]4CCC[C@H]3C4)cc2)CC1
29) CCOC(=S)SCC(=O)Nc1nc(-c2ccccc2)cs1
30) CC(C)(C)c1cc(NS(=O)(=O)c2cccs2)no1
31) Cc1cccc(OCC(=O)O/N=C(\N)Cc2cccs2)c1
32) COc1ccc(/C=N/n2c(N)nc3ccccc32)cc1OC
assay / compound	25	26	27	28	29	30	31	32
M. tuberculosis	-4%	-1%	?	-4%	?	0%	61%	34%
inhibitors of VEEV	3.2%	0.2%	12%	0.7%	12%	0.3%	1.9%	9.7%
H1N1 NS1A inhibition	1%	1%	-7%	7%	-1%	-9%	-3%	-1%
H37Rv inhibition	-8%	5%	15%	5%	-4%	-2%	5%	5%
Salmonella PhoP GFP	-9%	0%	2%	-19%	5%	3%	-11%	4%

33) Nc1c(C(=O)Nc2ccc(Br)cc2)sc2nc(-c3ccco3)ccc12
34) O=C(Cn1c(=O)oc2ccccc21)NCCc1ccccc1Cl
35) O=C(NN=C1CCN(Cc2ccccc2)CC1)c1cc2ccccc2cc1O
36) OCCC1CN(Cc2ccc3cccc(F)c3n2)CCN1Cc1ccccc1 (stereo not drawn)
37) CSCC[C@H](NC(=O)N1CCn2c1nc1ccccc12)C(=O)NCc1ccccc1
38) CCN(CC)CCn1nc(C)nc1-c1ccccc1O
39) Cc1nc2c(C)cccc2cc1C(=O)N/N=C/c1ccc(O)cc1
40) CC12CCC(C(=NO)C1=NO)C2(C)C (stereo not drawn)
assay / compound	33	34	35	36	37	38	39	40
M. tuberculosis	24%	-3%	2%	7%	33%	-7%	-23%	.
inhibitors of VEEV	0.5%	0.6%	9.0%	1.6%	1.1%	0.4%	2.4%	0.6%
H1N1 NS1A inhibition	-1%	11%	-5%	-8%	4%	4%	-15%	-18%
H37Rv inhibition	94%	-5%	6%	-2%	7%	0%	-11%	.
Salmonella PhoP GFP	-1%	10%	0%	5%	-4%	25%	10%	.

41) COc1ccc(Cl)cc1NC(=O)CN1CCN(S(=O)(=O)N2CCOCC2)CC1
42) COc1ccc(CNS(=O)(=O)CCNC(=O)c2ccc(OC)cc2)cc1
43) Cc1c(C(C)(C(=O)O)c2c(C)n(C)c3ccccc23)c2ccccc2n1C
44) COc1ccc(/C(O)=C(\C#N)c2nc3ccccc3n2C)cc1OC
45) CCOc1ccc(CNC2CCCCCCC2)cc1OC
46) O=C(NCCSc1c[nH]c2ccccc12)c1ccc(Br)o1
47) Cc1ccc(CCN2CC(C(=O)N3CCC4(CC3)OCCO4)CC2=O)cc1 (stereo not drawn)
48) O=C(CN1CC=C(c2ccccc2)CC1)Nc1c(Cl)cccc1Cl
assay / compound	41	42	43	44	45	46	47	48
M. tuberculosis	29%	0%	8%	4%	5%	31%	-7%	20%
inhibitors of VEEV	0.2%	2.2%	.	i	0.1%	1.8%	0.7%	i
H1N1 NS1A inhibition	-7%	-8%	.	4%	-4%	7%	14%	3%
H37Rv inhibition	9%	-5%	-15%	-11%	8%	-6%	-4%	-1%
Salmonella PhoP GFP	1%	-2%	-14%	6%	-7%	-10%	3%	5%

49) COC(=O)[C@H](CCSC)NC(=O)Cn1cnc2c(SC)nc(N)nc21
50) CC(=O)Nc1cccc(NC(=O)CCn2c(=O)sc3ccccc32)c1
51) Cc1ccc(-c2csc3nc4ccc(C(=O)NCCO)cc4c(=O)n23)cc1
52) Cc1ccc(S(=O)(=O)N2CCC(C(=O)N3CCC(C(=O)NCC4CCCO4)CC3)CC2)cc1 (stereo not drawn)
53) OC[C@@H]1[C@@H](c2ccccc2)C(c2ccccc2)=NN1c1ccccc1
54) CCc1cc(C(=O)N(C)CC(=O)Nc2c(Cl)cccc2Cl)sc1C
55) O=C(C1CCCN(CCCc2ccccc2)C1)N1CCCCCC1 (stereo not drawn)
56) CCOCCCNC(=O)C(NC(=O)c1ccc(NC(C)=O)cc1)c1ccc(C)cc1 (stereo not drawn)
assay / compound	49	50	51	52	53	54	55	56
M. tuberculosis	0%	1%	4%	0%	.	10%	-1%	5%
inhibitors of VEEV	0.1%	4.5%	9.3%	0.6%	1.8%	5.7%	0.3%	0.7%
H1N1 NS1A inhibition	0%	-3%	-13%	-6%	-38%	2%	2%	-6%
H37Rv inhibition	9%	-3%	6%	6%	.	-6%	11%	3%
Salmonella PhoP GFP	.	-1%	-1%	-10%	.	.	-7%	-9%

57) NC(=O)c1ccc(NC(=O)COC(=O)C2CC3C=CC2C3)cc1 (stereo not drawn)
58) CC1(C)C=Cc2c(c3c(c4c(=O)c(-c5ccc(O)cc5)coc24)OC(C)(C)CC3)O1
59) O=C(COc1ccccc1-c1ccccc1)N/N=C/c1ccncc1
60) Cn1cccc1CNCc1ccc(F)cc1
61) O=C(Cc1ccccc1F)OCN1C(=O)c2ccccc2C1=O
62) O=C(COC(=O)/C=C/c1cccc(C(F)(F)F)c1)NCc1ccccc1
63) COc1ccc(C)cc1NC(=O)CCCN1C(=O)NC(C)(C)C1=O
64) Cc1ccccc1OCC(=O)OCC(=O)Nc1ncc(Cl)c(C)c1Cl
assay / compound	57	58	59	60	61	62	63	64
M. tuberculosis	-14%	-5%	12%	5%	17%	12%	16%	-12%
inhibitors of VEEV	0.9%	8.8%	2.0%	i	1.4%	0.2%	3.0%	i
H1N1 NS1A inhibition	-1%	2%	6%	0%	-10%	-3%	-5%	-3%
H37Rv inhibition	3%	4%	-3%	0%	-7%	4%	-9%	-6%
Salmonella PhoP GFP	.	6%	-6%	-5%	-1%	40%	.	.

65) Cc1cccc(-n2c(Cc3cc(=O)[nH]c(=O)[nH]3)nnc2SCC(=O)NCc2ccco2)c1
66) CC(=O)NN1C(=O)c2ccccc2NC1c1ccco1 (stereo not drawn)
67) O=C(CCc1ccc(S(=O)(=O)NCCc2ccccc2)cc1)N1CCN(Cc2ccc3c(c2)OCO3)CC1
68) Cc1cc(NC(=O)c2ccccc2C)no1
69) CCCc1cc(=O)oc2c3c(cc(OCC(=O)N[C@@H](C)C(=O)O)c12)OC(C)(C)CC3
70) O=c1c(O)c(-c2ccccc2)oc2ccccc12
71) Cc1ccc(-c2cc(Cc3ccccn3)c(=O)[nH]n2)cc1
72) CC1CC(=O)Nc2ccccc2N1S(=O)(=O)c1cccs1 (stereo not drawn)
assay / compound	65	66	67	68	69	70	71	72
M. tuberculosis	6%	-13%	16%	-9%	-10%	.	6%	-18%
inhibitors of VEEV	0.6%	2.1%	5.5%	i	1.1%	6.2%	0.9%	2.3%
H1N1 NS1A inhibition	13%	-3%	0%	-13%	-3%	-7%	-1%	.
H37Rv inhibition	-5%	3%	?	4%	2%	.	-1%	-1%
Salmonella PhoP GFP	0%	8%	-6%	-4%	-10%	.	2%	4%

73) Cc1c(C(=O)OCC(=O)N2CCCCC2C)oc2ccccc12 (stereo not drawn)
74) O=C(c1ccc(Cl)s1)N(Cc1nnc(-c2ccccc2Cl)o1)C1CC1
75) C/C(CC(=O)NCc1ccc(Cl)cc1)=N\NC(=O)c1ccccc1F
76) NC(=O)CCN1CCN(Cc2cn[nH]c2-c2cccc3ccccc23)CC1
77) CCCCn1nc2cc(C(=O)NC3CCCc4ccccc43)ccc2c1OCC (stereo not drawn)
78) CCc1cc2c(=O)c(-c3nc4ccccc4n3C)c(C)oc2c(CN2CCN(CCO)CC2)c1O
assay / compound	73	74	75	76	77	78
M. tuberculosis	1%	.	67%	-2%	18%	-18%
inhibitors of VEEV	i	5.9%	0.4%	1.3%	i	0.3%
H1N1 NS1A inhibition	2%	-16%	-5%	-3%	-9%	5%
H37Rv inhibition	-14%	43%	?	3%	7%	-4%
Salmonella PhoP GFP	.	5%	-2%	-5%	-16%	-12%

Arranged by heavy-atom count (smallest number first): four of the compounds above
72) CC1CC(=O)Nc2ccccc2N1S(=O)(=O)c1cccs1 (stereo not drawn)
73) Cc1c(C(=O)OCC(=O)N2CCCCC2C)oc2ccccc12 (stereo not drawn)
75) C/C(CC(=O)NCc1ccc(Cl)cc1)=N\NC(=O)c1ccccc1F
77) CCCCn1nc2cc(C(=O)NC3CCCc4ccccc43)ccc2c1OCC (stereo not drawn)
assay / compound	72	73	75	77
M. tuberculosis	-18%	1%	67%	18%
inhibitors of VEEV	2.3%	i	0.4%	i
H1N1 NS1A inhibition	.	2%	-5%	-9%
H37Rv inhibition	-1%	-14%	?	7%
Salmonella PhoP GFP	4%	.	-2%	-16%
